Growth percent in the NCI-60 one-dose screen (48 h, 10 µM unless noted): 100 = growth as untreated, 0 = no growth, -100 = all killed.
SK-MEL-5 = SK-MEL-5 melanoma | AID 1794755 | 80,000 tested, 6.4% active
MDA-MB-435 = MDA-MB-435 melanoma; 82,000 tested, 7.8% active; AID 1794794
LOX IMVI = LOX IMVI melanoma | AID 1794757 | 79,000 tested, 7.4% active
SK-MEL-2 = SK-MEL-2 melanoma. 77,000 tested, 4.7% active. AID 1794763
SK-MEL-28 = SK-MEL-28 melanoma. 81,000 tested, 4.1% active
UACC-257 = UACC-257 melanoma; AID 1794764; 78,000 tested, 4.4% active
MALME-3M = MALME-3M melanoma | 78,000 tested, 5.8% active
UACC-62 = UACC-62 melanoma; 81,000 tested, 5.4% active; AID 1794756
Numbers without * were called inactive; nt = not tested or not shown; & = joins results of further samples. The calls were made as follows: active = growth percent below 10; inactive = the rest.

SMILES	SK-MEL-5	MDA-MB-435	LOX IMVI	SK-MEL-2	SK-MEL-28	UACC-257	MALME-3M	UACC-62
Clc1nnc2ccc(Oc3cccc(-c4ccc(Oc5ccccc5)cc4)c3)nn12	73	96	84	79	96	99	116	74
CN(C)N=Nc1c(Br)cc(Br)cc1Br	107	109	100	111	102	84	113	106
Cc1ccc(Cn2c(NCCN=C(N)N)nc(=O)n(Cc3ccc(C(F)(F)F)cc3)c2=O)cc1	97	106	95	103	102	96	97	106
Cc1ccc(-c2c(-c3ccccc3)c(=O)oc3ccc(C)cc23)cc1	91	103	96	134	110	87	93	76
CCOC(=O)c1[nH]cc(-c2ccccc2)c1-c1ccccc1OC	100	103	97	102	104	103	104	87
Cc1ccc(C2=Nc3ccc(Cl)cc3C3=NCC(=O)NN23)cc1	94	94	93	nt	106	102	96	102
CCOC(=O)C(Cc1ccc(C)cc1)(NC(C)=O)C(=O)OCC	98	104	95	nt	136	121	103	106
CCCCCCCCCCCCCCCCCCNC(=S)NCCCCCCCCCCCCCCCCCC	118	102	95	104	101	110	112	99
COc1ccc(-c2nc(SCc3nc4cc(Cl)c(Cl)cc4[nH]3)[nH]c(=O)c2C#N)cc1	104	106	94	91	111	98	97	98
O=C(NCCCN1CCOCC1)c1cccc(N2C(=O)/C(=C/c3ccc(F)cc3)SC2=S)c1	97	95	87	109	104	97	90	88
O=C(NCCc1ccc(O)c(O)c1)C12CC3CC(CC(C3)C1)C2	96	107	89	67	104	99	107	90
O=C(Nc1cccc(N=Cc2c(O)ccc3ccccc23)c1)c1ccccc1	91	101	96	88	107	92	102	94
O=C1NN(c2ccccc2)C(=O)/C1=C\c1ccccc1O	98	107	93	79	84	91	104	103
NC1=NN(O)C2=CC(Cl)C=CC2=N1 (configuration not stated)	102	110	103	87	108	93	92	99
COc1ccc(-c2nc(SCC(=O)NC3=NN=C(c4ccccc4)CS3)[nH]c(=O)c2C#N)cc1	103	100	96	99	103	111	131	98
COc1cccc(C2=NN(c3ccc(-c4ccccc4)nn3)C(c3ccccc3)C2)c1 (configuration not stated)	89	101	nt	103	100	97	84	76
CSc1nc(O)cc(=O)n1C	98	101	99	102	98	100	96	92
O=[N+]([O-])c1ccc(Br)cc1	99	115	109	86	108	99	117	95
CCC(=O)c1ccc(OCCN(CC)CC)cc1	106	105	95	101	101	nt	96	nt
c1ccc(-c2nc3ccccc3[nH]2)c(OCCCCCOc2ccccc2-c2nc3ccccc3[nH]2)c1	59	63	62	85	46	71	66	59
COc1ccc(C(=O)/C=C/c2ccc(Cl)c(Cl)c2)cc1S(N)(=O)=O	nt	2.3*	-69*	67	-34*	2.0*	28	-4.4*
CN(C)CSc1ccccc1	nt	109	106	114	120	101	106	99
CCN(CC)Cc1cc(N)ccc1O	103	152	98	97	126	87	163	101
C/C(=N/NC(=S)NC1CCCCC1)c1sc(Nc2cccc(O)c2)nc1C	92	87	86	113	85	105	89	80
CCOc1cccc(NC(C)=O)c1	97	102	105	101	105	100	102	96

Continued.
SMILES	SK-MEL-5	MDA-MB-435	LOX IMVI	SK-MEL-2	SK-MEL-28	UACC-257	MALME-3M	UACC-62
O=C(OCC1OC(O)C(OC(=O)c2ccccc2)C1OC(=O)c1ccccc1)c1ccccc1 (configuration not stated)	104	105	84	nt	103	91	80	98
Cc1ncc(C(=O)Nc2ccc(CN3CCN(C)CC3)c(C(F)(F)F)c2)cc1C#Cc1cnc(N)c2ccncc12	-91*	-94*	-93*	-56*	-81*	-75*	-73*	-84*
N#Cc1ccc(NC(=O)COc2ccc(/C=C3\C(=O)Nc4ccc(Cl)cc43)cc2)cc1	66	79	69	nt	89	94	83	58
CC(C)(C)n1cc(-c2ccnc(NCCNS(=O)(=O)c3ccccc3)c2)c(-c2cccc(F)c2)n1	89	107	94	109	110	109	114	86
CC1=C(C(=O)Nc2cccc(C(F)(F)F)c2)C(c2ccc(F)cc2)C2=C(CC(C)(C)CC2=O)N1 (configuration not stated)	75	49	72	91	72	71	76	76
CCOC(=O)C1=C(C)N(C)C(=O)NC1c1c(Cl)n(C)c2ccccc12 (configuration not stated)	104	105	98	nt	102	108	93	82
CC1(C)OC2COC3(CO)OC(C)(C)OC3C2O1 (configuration not stated)	88	109	103	101	107	87	101	104
CCOC(=O)c1sc2nc(-c3ccncc3)nc(N3CCOCC3)c2c1C	86	102	96	104	100	110	116	99
Oc1c(Cl)cc(Cl)cc1C=NCCSc1ccc(Cl)cc1	95	90	80	103	75	111	87	nt
CCSc1nc(NC)cc(N(C)C)n1	97	103	96	104	104	113	100	95
CCOP(=O)(NC(c1ccccc1)c1ccccc1)OCC	105	110	93	109	106	98	90	114
CCn1cc(C(=O)O)c(=O)c2cc(F)c(N3CCN(S(=O)(=O)c4ccc(Cl)cc4Cl)CC3)cc21	-55*	13	-35*	-18*	107	-15*	-20*	16
Cn1c(SSc2ccc(-c3cccnc3)n2C)ccc1-c1cccnc1	92&96	82&93	98&59	107&106	104&99	94&86	105&102	109&82
COC(=O)C1(CS(C)=O)NC(=S)NC(=O)C1C#N (configuration not stated)	101	105	nt	105	116	106	103	97
COc1ccc(N=C2S/C(=C/c3cn(-c4ccccc4)nc3-c3ccc(Cl)cc3)C(=O)N2Cc2nc3ccccc3[nH]2)cc1	97	104	98	113	96	89	123	104
O=C(CSc1nnc(-c2c[nH]c3ccccc23)n1-c1ccccc1)Nc1ccc(C(=O)/C=C/c2cccc([N+](=O)[O-])c2)cc1	91	99	76	101	102	102	91	77
O=C1C(=O)N(Cc2ccc(-c3ccccc3)cc2)c2ccc(OC(F)(F)F)cc21	92	38	20	70	83	73	62	62
Cc1ccc(C(=O)C2=C(O)C(=O)N(Cc3cccnc3)C2c2ccccc2F)o1 (configuration not stated)	100	102	81	92	115	96	101	102
COc1ccc(Cc2nnc(SC)n2-c2ccc(F)cc2)cc1OC	99	100	99	95	105	nt	116	97
c1ccc2c(-c3nn4cc(-c5ccc6c(c5)OCCO6)nc4s3)c[nH]c2c1	99	94	77	86	100	103	95	85
CC1=NN(CNc2nc3c(C)ccc(C)c3s2)C(=O)C1	nt	108	nt	nt	119	109	100	101
CN(C)CCCN1CN(CCCN(C)C)CN(CCCN(C)C)C1	106	112	101	98	101	112	113	94
CCC(CC)NCCOC(=O)c1ccc([N+](=O)[O-])cc1	100	122	101	116	116	100	103	105
CN(C)c1ccc(C(=O)/C=C/c2ccccc2)cc1	99	101	102	102	108	101	105	96
C=COC(=O)CCCCC	112	106	103	112	108	103	107	102

New compounds follow.
SMILES	SK-MEL-5	MDA-MB-435	LOX IMVI	SK-MEL-2	SK-MEL-28	UACC-257	MALME-3M	UACC-62
CCOC(=O)c1ccc2c(c1)nc(-c1ccccc1)n2C1CCCCC1	94	102	99	86	107	78	112	88
O=C1C=CC(=O)N1c1ccc(O)cc1	102	107	100	107	107	106	nt	95
COc1ccc(-c2csc(NC(=O)COC(=O)/C=C/c3ccco3)n2)cc1	97	112	93	104	110	89	116	83
O=C1c2cccc(S(=O)(=O)O)c2C(=O)c2cccc(S(=O)(=O)O)c21	105	114	93	109	115	113	159	102
COc1ccc(-c2nc(NCC(=O)c3ccc(Cl)c(Cl)c3)[nH]c(=O)c2C#N)cc1	110	107	100	96	106	96	101	105
C[n+]1c2ccccc2cc2oc3ccccc3c21	nt	106	98	106	111	110	83	93
C=Cc1c(C)c2cc3[nH]c(cc4nc(cc5nc(cc1[nH]2)C(C)=C5CCC(=O)OCC)C(CCC(=O)OCC)=C4C)c(C)c3C=C	101	96	90	121	97	nt	78	88
CCOC(=O)Nc1nnc(SCC(=O)Nc2ccc3oc(=O)ccc3c2)s1	104	107	88	98	112	121	100	107
COc1cc(/C=C/C(=O)O)ccc1OCc1cn(-c2cccc([N+](=O)[O-])c2)nn1	103	109	99	98	110	96	104	98
CCCCCC/C=N\NC(=O)OCC	105	108	90	nt	107	115	nt	104
CCOC(=O)C1=NN=C(N2C(=S)NC(=O)C2CC(C)C)/C1=C\c1ccc(Cl)cc1 (configuration not stated)	106	102	99	112	104	109	100	96
COc1ccc(/C=N/N=C(/c2ccccc2)c2ccc3nc(-c4ccc(O)cc4)[nH]c3c2)cc1	84	97	66	97	100	112	112	88
COC(=O)C1(C)CCc2c(ccc3ccc(OC)cc23)C1=O (configuration not stated)	100	88	102	99	110	100	111	nt
O=C1CC(c2ccccc2Cl)c2cnn(Cc3ccc4c(c3)OCO4)c2N1 (configuration not stated)	81	107	94	97	111	nt	94	77
CNC(=O)c1ccc(C(C)C)cc1	106	102	97	109	112	74	93	102
Cn1c(=O)c2[nH]c(C3CC=CCC3)nc2n(C)c1=O (configuration not stated)	111	106	105	98	117	116	107	96
CN(Cc1cc(Br)c(O)c(Br)c1)Cc1cc(Br)c(O)c(Br)c1	102	110	98	93	106	105	100	98
CCC1(CC)CNC(=O)NC1	103	112	107	102	126	109	nt	104
COC(=O)C(Cc1ccc(O)c(O)c1)NC(=O)C(CSC/C=C(\C)CCCC(C)CCCC(C)CCCC(C)C)NC(C)=O (configuration not stated)	37	30	20	74	25	56	87	13
COc1cc(-c2nc(-c3ccccc3)[nH]c2-c2ccnc(NCCCNS(=O)(=O)c3cccc4ccccc34)n2)ccc1Cl	53	63	37	75	72	86	92	61
COC(=O)C1NC(=S)N(c2ccccc2)C1/C=C/c1ccccc1 (configuration not stated)	108	94	88	101	110	101	111	99
CN(C)c1cccc2c(S(=O)(=O)Nc3cccc(-c4csc(NC(=O)CCCCCN)n4)c3)cccc12	97	99	104	107	95	93	95	88
CS(=O)(=O)Nc1cc(-c2ccc3ncnc(Nc4c(Cl)ccc5c4OCO5)c3c2)cnc1Cl	-93*	-25*	-51*	-66*	-6.4*	-3.5*	-29*	-52*
COc1cc(C(=O)n2nc(-c3cccnc3)nc2N)cc(OC)c1OC	97	97	93	100	103	104	105	102
COc1ccc(C2C(C#N)=C(N)Oc3c2sc2c(C)cccc32)cc1 (configuration not stated)	29	nt	17	48	57	72	63	19
CCCCn1c(=O)[nH]c(N)c(C(c2ccc(F)cc2)c2c(N)[nH]c(=O)n(CCCC)c2=O)c1=O	37	65	59	59	75	66	88	56
COc1ccc(C(=O)C2C3(C#N)C(=O)NC(=O)C23C#N)cc1OC (configuration not stated)	106	110	103	111	108	115	94	92
N#Cc1ccc(/C=C/C(=O)c2ccccc2)cc1	102&91	95&84	82&28	91	93&124	114&80	110&89	90&91
Cn1cc(-c2nc(N)nnc2-c2ccccn2)c2cc(F)ccc21	96	82	95	94	106	104	104	80
NC(=O)NCCc1ccccc1	103	106	96	107	116	nt	108	nt

Ordered by SMILES length (rising): 16 of the compounds above.
SMILES	SK-MEL-5	MDA-MB-435	LOX IMVI	SK-MEL-2	SK-MEL-28	UACC-257	MALME-3M	UACC-62
CCC1(CC)CNC(=O)NC1	103	112	107	102	126	109	nt	104
CCCCCC/C=N\NC(=O)OCC	105	108	90	nt	107	115	nt	104
CNC(=O)c1ccc(C(C)C)cc1	106	102	97	109	112	74	93	102
O=C1C=CC(=O)N1c1ccc(O)cc1	102	107	100	107	107	106	nt	95
C[n+]1c2ccccc2cc2oc3ccccc3c21	nt	106	98	106	111	110	83	93
N#Cc1ccc(/C=C/C(=O)c2ccccc2)cc1	102&91	95&84	82&28	91	93&124	114&80	110&89	90&91
Cn1c(=O)c2[nH]c(C3CC=CCC3)nc2n(C)c1=O (configuration not stated)	111	106	105	98	117	116	107	96
Cn1cc(-c2nc(N)nnc2-c2ccccn2)c2cc(F)ccc21	96	82	95	94	106	104	104	80
COc1cc(C(=O)n2nc(-c3cccnc3)nc2N)cc(OC)c1OC	97	97	93	100	103	104	105	102
COc1ccc(C2C(C#N)=C(N)Oc3c2sc2c(C)cccc32)cc1 (configuration not stated)	29	nt	17	48	57	72	63	19
O=C1CC(c2ccccc2Cl)c2cnn(Cc3ccc4c(c3)OCO4)c2N1 (configuration not stated)	81	107	94	97	111	nt	94	77
O=C1c2cccc(S(=O)(=O)O)c2C(=O)c2cccc(S(=O)(=O)O)c21	105	114	93	109	115	113	159	102
CS(=O)(=O)Nc1cc(-c2ccc3ncnc(Nc4c(Cl)ccc5c4OCO5)c3c2)cnc1Cl	-93*	-25*	-51*	-66*	-6.4*	-3.5*	-29*	-52*
COc1ccc(/C=N/N=C(/c2ccccc2)c2ccc3nc(-c4ccc(O)cc4)[nH]c3c2)cc1	84	97	66	97	100	112	112	88
CCCCn1c(=O)[nH]c(N)c(C(c2ccc(F)cc2)c2c(N)[nH]c(=O)n(CCCC)c2=O)c1=O	37	65	59	59	75	66	88	56
COC(=O)C(Cc1ccc(O)c(O)c1)NC(=O)C(CSC/C=C(\C)CCCC(C)CCCC(C)CCCC(C)C)NC(C)=O (configuration not stated)	37	30	20	74	25	56	87	13

Screening data deposited in PubChem BioAssay by NCI.
